# bCat nuc transl: beta-catenin nuclear translocation modulation; nuclear translocation activity, % at 5 µM; 0.3% of 190,000 active; HeLa beta-catenin nuclear translocation, immunofluorescence imaging;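 active = nuclear translocation activity above 50% at 5 µM, with a well cell count of 50 or more; inconclusive = wells under 50 cells across six images, flagged as toxic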;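 note: per-cell ratio of nuclear to cytoplasmic median beta-catenin stain intensity; plate controls were DMSO negative control for no effect and GSK-3 inhibitor IX positive control for full effect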
#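 Technique: fluorescence imaging of beta-catenin antibody stain plus DAPI / Material: human HeLa cell line / Incubation: compound treatment 24 h, 37°C, 5% CO2 / Read-out basis: % activation of per-cell nuclear versus cytoplasmic median beta-catenin signal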
# Ins promoter up: MIN6 insulin promoter up-regulation | MIN6 insulin promoter-GFP reporter, high-content imaging; stronger effect = higher value | z-score at 5 µM | 0.3% of 190,000 active | AID 1625;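 active = z-score above 3 at 5 µM with at least 500 cells counted in the well; inconclusive = wells under 500 cells, flagged as cytotoxic or low count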
# MT stabilize HCS: microtubule stabilization, imaging screen | HeLa tubulin immunostaining HCS, 24 h; share of cells brighter than vehicle mean+2SD | % tubulin-high responders, % at 10 µM | 0.83% of 200,000 active | AID 2205;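 active = plate Z-score above 3 for both tubulin-high and condensed-nucleus cell shares, with cell loss under 80%, at 10 µM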;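 note: anti alpha tubulin signal scored within the nucleus-defined area of each cell; some results filed as inactive read as strong as hits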
# NOD1 inhibition: inhibition of NOD1-driven NF-kB reporter – cell-based, luminescence, uHTS, primary screen (AID 1578) | NOD1-driven NF-kB luciferase reporter cells, luminescence; higher % means a stronger effect | inhibition, % at 4 µM, or EC50 in µM where a hit was titrated | 1% of 290,000 active; in the data active = inhibition mostly above about 36%, no sharp cut-off; inactive = mostly below about 34%;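 note: HEK-293T reporter cells stimulated with the NOD1 agonist gamma-tri-DAP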
# P. falciparum M17LAP: P. falciparum M17LAP inhibitors, primary screen, biochemical, fluorogenic H-Leu-NHMec substrate, 1536-well (AID 1619); recombinant M17LAP, H-Leu-NHMec fluorogenic kinetic assay; higher % means a stronger effect; one-dose inhibition, % at 30 µM; IC50 in µM for titrated hits; 0.38% of 220,000 active;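 active = compound inhibiting the enzyme by more than half at any dose during confirmatory dose-response retesting; inconclusive = strong single-dose inhibitors picked by rank but not retested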;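 note: plate controls were full reaction with DMSO carrier for no effect and no enzyme background for full effect; strong numbers were not always called active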
# Autophagy mod: alters autophagy in cells. MEF GFP-LC3 puncta imaging; test concentration mostly 10 µM. calls only at 10 µM (by protocol). 0.98% of 190,000 active. AID 463193;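 active = percentage of spot-positive cells more than 3 SD above its plate mean, without a fluorescence outlier flag or 80% toxicity; inconclusive = no clear call, values can overlap the other calls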;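 note: spot-positive cell cutoff set from DMSO-treated cells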
# Yfh1-depleted yeast: mitochondrial function rescue without frataxin homolog – Friedreich's ataxia, plus single-dose screen, dose response (AID 1465); 0.074% of 220,000 active; S. cerevisiae Yfh1-off respiration, WST-1 reduction, 72 h; higher fold induction means a stronger effect; fold induction at 50 µM; hits with a dose series show EC50 in µM;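 active = fold induction of absorbance versus untreated yeast above a set limit, then at least 30% activation at any dose in follow-up; inconclusive = repeats straddling the limit, or above it without dose testing; inactive = fold induction below the set limit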;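 note: activators that raise dye reduction in frataxin-depleted yeast; strong numbers were not always called active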
# HEK293 NOD2/NF-kB: inhibition of NOD2-driven NF-kB reporter – cell-based, luminescence, uHTS, HEK293 (AID 1566); HEK293 NOD2/NF-kB luciferase reporter, luminescence; higher % means a stronger effect; inhibition, % at 4 µM, or EC50 in µM where a hit was titrated; 0.63% of 290,000 active; in the data active = inhibition above about 50%; note: many of its hits are not listed in these tables
# Dynein transport: dynein cargo transport inhibition; 3617.4 mouse cells, GR-EGFP nuclear translocation imaging; test concentration mostly 20 µM; stimulated with dexamethasone, 1 µM; stronger effect = lower value; z-score, hits read low; 0.47% of 220,000 active; AID 1381;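 active = plate z-score of nuclear minus cytoplasmic receptor signal below a set negative limit, without overly bright fluorescence or cell loss, cut at about -3.5 in these data, passing the limit was not always enough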;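 note: z-score of nuclear minus cytoplasmic ring GR-EGFP intensity difference per well; some compounds called inactive have numbers as strong as hits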
#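 Also added: dexamethasone, 1.0 µM final. Medium: tet-free, stripped-serum medium. Detection: fixed, Hoechst-stained cells imaged at 10x for EGFP. Read-out: nuclear-to-cytoplasmic GR-EGFP distribution per well. Times: induction 48 h, compound 1 h, agonist 30 min.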
# Dynein transport cytoplasmic EGFP: further read-out of Dynein transport, marked with its call; z-score; measured here: cytoplasmic GR-EGFP intensity; stronger effect = higher value
# Dynein transport nuclear GR-EGFP: further read-out of Dynein transport, marked with its call; z-score; measured here: nuclear GR-EGFP intensity;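 lower value marks the stronger effect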
# Dynein transport cell count: also measured in Dynein transport; calls as there; z-score; measured here: cell count per field
# Ins promoter up cell count: also measured in Ins promoter up; calls as there; cell count; measured here: cytotoxicity, nuclei count;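 total cells summed across four imaged fields per well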
# bCat nuc transl cell count 5 µM: also measured in bCat nuc transl; calls as there; cell count; measured here: cell count, cytotoxicity flag
# MT stabilize HCS Hoechst-high %: further read-out of MT stabilize HCS, marked with its call; % Hoechst-high responders; measured here: nuclear condensation Hoechst responders;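 share of cells brighter than vehicle mean plus two SD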
# MT stabilize HCS cytotoxicity %: also measured in MT stabilize HCS; calls as there; toxicity, %; measured here: cytotoxicity by cell density;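 0% = mean cell density of plate MIN control wells and 100% = no cells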
# Autophagy mod cell loss 18 h: also measured in Autophagy mod; calls as there; toxicity, %; measured here: cell loss, nuclei count;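 cell loss after 18 h compound exposure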
# Numbers without * were called inactive; i = inactive; ? = inconclusive; . = not tested or not shown. The list is partial; rates above refer to the full screens.
SMILES,bCat nuc transl,bCat nuc transl cell count 5 µM,Ins promoter up,Ins promoter up cell count,MT stabilize HCS,MT stabilize HCS Hoechst-high %,MT stabilize HCS cytotoxicity %,NOD1 inhibition,P. falciparum M17LAP,Autophagy mod,Autophagy mod cell loss 18 h,Yfh1-depleted yeast,HEK293 NOD2/NF-kB,Dynein transport,Dynein transport cytoplasmic EGFP,Dynein transport nuclear GR-EGFP,Dynein transport cell count
COc1ccccc1NC(=O)c1ccc(NC(=O)COC(=O)C(C)C)cc1,0.4,1025,0.35,1303,2.5,2.6,4.0,36%,7%,i,2,i,12%,2.5,-0.097,1.7,-1.3
COCCNC(=O)Nc1ccc2nc(C)sc2c1,0.2,1174,.,.,2.8,1.9,3.0,-42%,6%,i,-9,i,7%,-0.41,-0.26,-0.46,0.54
CCOC(=O)CSc1nc2c(c(=O)[nH]c(=O)n2C)n1C/C=C(/C)Cl,-4.4,1049,0.25,1170,4.3,3.3,6.3,-18%,8%,i,8,i,3%,-0.8,-0.23,-0.27,1
COc1cc2c(cc1OC)CN(c1nc(CN3CCOCC3)nc3sc4c(c13)CCCC4)CC2,1.3,1086,-1.3,906,3.5,3.3,10,-31%,-6%,i,2,i,18%,-0.58,0.28,-0.18,0.46
CCCCN1CC(C(=O)NC2CCCCC2)CC1=O (stereo not given),-1.9,1371,2.3,1020,3.0,2.4,4.8,.,-8%,i,3,i,5%,-0.65,-0.13,-0.33,-0.13
CCC(C)NCCCCOc1ccc(C)cc1[N+](=O)[O-] (stereo not given),-0.3,1299,-0.19,1726,1.8,1.4,3.8,2%,10%,i,-2,i,15%,-0.5,-0.22,-0.25,1.2
CC(C)Cn1c(-c2ccc(C#N)cc2)nc2c1c(=O)[nH]c(=O)n2CC(C)C,-6.9,1221,.,.,1.7,1.8,12,-17%,-53%,i,-8,i,11%,-0.19,-0.16,-0.099,0.13
Cc1nc(SCc2ccccc2C)n[nH]1,.,.,-0.24,1220,9.6,25,97,-3%,2%,i,-2,i,4%,-0.07,-0.25,0.3,1.9
CN([C@@H](Cc1ccc(OS(=O)(=O)c2cccc3cnccc23)cc1)C(=O)N1CCN(c2ccccc2)CC1)S(=O)(=O)c1cccc2cnccc12,.,.,.,.,2.0,1.6,7.1,43%,4%,i,17,i,16%,-0.47,-0.088,0.29,0.28
Cc1ccc(N2C(=O)[C@@H]3[C@H](C2=O)C2c4ccccc4C=CN2[C@@H]3C(=O)c2ccco2)c(C)c1 (stereo not given in full),0.7,1394,0.8,1482,4.6,1.3,11,-19%,.,i,-20,i,-1%,0.32,-0.22,0.55,0.2
O=C1c2cccc3cccc(c23)C(=O)N1c1cccnc1,-0.8,1343,1,1556,6.1,3.2,3.9,-10%,7%,i,6,i,21%,-0.45,-0.32,-0.039,0.11
CCOc1ccc(S(=O)(=O)Nc2ccccc2C(=O)NCC2CCCO2)cc1 (stereo not given),-0.6,1140,-0.21,959,4.8,5.1,6.0,-6%,1%,i,3,i,-6%,-0.67,-0.19,-0.31,0.8
O=C(Nc1ccc(Cl)c(Cl)c1)c1ccc(Cl)c(Cl)c1,0.8,1039,0.16,1462,.,.,.,-14%,2%,.,.,i,-105%,0.19,-0.25,0.06,-0.024
C/C(CC(=O)N1CCN(C=O)CC1)=N\NC(=O)c1ccc(Cl)cc1,2.8,880,0.35,1523,3.3,2.0,8.9,-26%,.,i,-2,i,1%,1,-0.16,1.1,-0.69
COc1ccc(OCCCN2CCCCCC2)cc1,-3.3,1203,-0.32,768,2.1,0.8,5.3,-12%,1%,i,-17,i,-18%,-0.56,0.14,-0.044,-0.024
Cn1cccc1C(=O)OCc1cc(Cl)cc2c1OCOC2,-2.3,638,0.08,1321,4.6,2.5,10,-86%,4%,i,6,i,-44%,-1,-0.19,-0.31,0.68
CCOc1c(Cl)cc(CNCc2ccncc2)cc1OC,-6.4,1114,-0.39,1515,5.5,1.1,9.0,-32%,-5%,i,4,i,23%,0.26,-0.32,0.059,-0.78
Cc1ccc(C2C(C#N)=C(N)Oc3n[nH]c(-c4ccccc4)c32)o1 (stereo not given),-2.9,1137,1.4,986,1.8,1.7,7.8,4%,117%,i,6,i,-23%,-0.54,-0.12,0.33,0.69
O=[N+]([O-])c1ccc(/C=C/C2=NN(c3ccccc3)C(c3ccco3)C2)cc1 (stereo not given),.,.,0.77,1427,8.3,3.1,5.9,-61%,-10%,?,.,i,-58%,-5.5,29,0.13,0.044
O=c1n(-c2ccccc2)c(=O)n2n1CC(O)C2,-0.7,1042,0.03,1229,3.3,2.2,5.6,-18%,7%,i,5,i,2%,-0.21,-0.31,-0.26,0.42
COc1ccc2[nH]c3c(N4CCC(O)(c5cccc(C(F)(F)F)c5)CC4)ncnc3c2c1,1.5,901,-2.3,935,14,24,35,56%,16%,i,-1,i,-20%,-0.052,-0.23,0.36,1.1
Nc1nc2n(n1)C(c1ccco1)CC(c1ccccc1)N2 (stereo not given),-1.1,1182,.,.,3.1,1.0,5.7,-33%,-8%,i,27,i,3%,-0.43,-0.24,-0.4,0.23
COc1ccc(-c2ccc(C3C(C#N)=C(N)Oc4n[nH]c(C)c43)o2)cc1 (stereo not given),14,1062,-0.42,1562,2.6,1.4,14,7%,23%,i,4,i,-15%,-0.1,0.65,-0.34,-0.64
N/C(=N\OC(=O)Cc1ccccc1)c1ccncc1,-0.3,957,-0.14,1655,3.2,2.1,8.9,-21%,.,i,-6,i,14%,-0.41,-0.26,0.26,0.28
CCOC(=O)c1cc2c(=O)n3cccc(C)c3nc2n(CCOC)c1=NC(C)=O,-0.7,1299,-0.54,1149,.,.,.,-2%,-314%,.,.,i,14%,-0.27,-0.21,-0.023,0.24
CCCOc1ccc(N2CC(C(=O)Nc3ccccc3C(=O)NC)CC2=O)cc1 (stereo not given),0.1,1552,0.98,1500,2.0,1.2,8.1,-32%,11%,i,0,i,20%,-0.65,-0.31,-0.44,0.79
Cc1ccc2nc(-c3ccc(NC(=O)C4CCCO4)cc3)[nH]c2c1 (stereo not given),.,.,0.89,827,2.9,1.6,7.1,-9%,-4%,i,-9,i,-126%,-0.15,-0.25,0.025,0.41
CCc1nc(SCC(=O)Nc2cc(C)on2)n[nH]1,-6.3,903,0.5,1314,4.0,3.4,7.8,-10%,5%,i,9,i,16%,-1,-0.18,-0.3,-0.19
CCN(CC)C(=O)C1CCCN(c2ccccc2[N+](=O)[O-])C1 (stereo not given),0.1,957,0.85,1432,2.3,1.4,8.9,35%,-2%,i,-4,i,-26%,-0.38,-0.19,-0.036,0.38
Cc1nn(C)c(Cl)c1NC(=O)OCc1ccc(F)cc1,0.8,1289,0.32,1592,1.2,1.8,6.6,-1%,6%,i,-2,i,3%,-0.081,-0.14,-0.37,0.14
Cc1cc(C)c(C(N)=O)c(NC(=O)Nc2ccccc2Cl)n1,0.8,1339,-0.05,1578,2.4,1.0,9.0,-8%,3%,i,5,i,-14%,0.99,-0.21,1.5,-0.27
CCC(=O)Nc1cc(C(=O)OCc2ccc(C(=O)Oc3ccccc3)cc2)ccc1C,1.2,900,.,.,3.0,1.7,0.7,-3%,-5%,i,-1,i,9%,0.59,-0.2,1.7,-1.3
CCN(CC)S(=O)(=O)c1cccc(C(=O)OCC(=O)c2ccc3c(c2)OCCO3)c1,0.4,968,0.31,1354,1.9,1.8,1.9,-17%,0%,i,9,i,12%,-0.11,-0.32,-0.44,0.62
Cc1ccc(S(=O)(=O)/N=C2/NC(=O)/C(=C/c3ccc(Br)o3)S2)cc1,-0.2,979,-0.08,1283,3.5,2.3,3.8,38%,53%,i,1,i,6%,-0.59,-0.3,-0.75,0.34
O=C(NCCc1ccccc1)c1c(O)c2cccc3c2n(c1=O)CC3,-1.6,1167,-0.52,1270,5.0,4.0,7.6,-10%,0%,i,27,i,16%,-0.0047,-0.26,0.034,0.17
O=C(O)c1ccnc(C(=O)O)c1,0.6,1412,-0.26,1414,3.6,2.6,8.1,31%,5%,i,6,i,-10%,0.69,-0.044,0.75,0.14
CCO[C@H]1OC(C(=O)NC2CC2)=C[C@@H](c2coc3ccccc3c2=O)[C@@H]1CCCO,-2.5,1170,0.77,1361,3.1,2.0,3.6,-14%,2%,i,5,i,6%,-1.2,-0.32,-0.35,0.39
Cc1nnc(NC(=O)C2CCCN2S(=O)(=O)c2ccc(Cl)cc2)s1 (stereo not given),0.6,1087,0.33,1214,1.4,0.8,4.4,-35%,7%,i,2,i,6%,0.21,-0.26,-0.5,1
Cc1nn(C)c(C)c1NC(=O)c1ccnn1C,-1.8,1036,0.55,1229,3.4,1.8,3.3,-3%,4%,i,4,i,6%,-0.63,-0.37,0.036,1.2
Cc1[nH]c(C)c2c(=O)[nH]ncc12,-0.2,1040,0.01,1423,.,.,.,3%,3%,.,.,i,14%,-0.73,-0.28,-0.44,0.38

# Some of the entries so far, tab-delimited:
SMILES	bCat nuc transl	bCat nuc transl cell count 5 µM	Ins promoter up	Ins promoter up cell count	MT stabilize HCS	MT stabilize HCS Hoechst-high %	MT stabilize HCS cytotoxicity %	NOD1 inhibition	P. falciparum M17LAP	Autophagy mod	Autophagy mod cell loss 18 h	Yfh1-depleted yeast	HEK293 NOD2/NF-kB	Dynein transport	Dynein transport cytoplasmic EGFP	Dynein transport nuclear GR-EGFP	Dynein transport cell count
Cc1nc(SCc2ccccc2C)n[nH]1	.	.	-0.24	1220	9.6	25	97	-3%	2%	i	-2	i	4%	-0.07	-0.25	0.3	1.9
Cc1cc(C)c(C(N)=O)c(NC(=O)Nc2ccccc2Cl)n1	0.8	1339	-0.05	1578	2.4	1.0	9.0	-8%	3%	i	5	i	-14%	0.99	-0.21	1.5	-0.27

# Screens: PubChem BioAssay, several laboratories
